mIDH1 inhibitor – human IDH1 R132H inhibition; O75874; IDH1-R132H enzyme, NADPH consumption, diaphorase/resazurin fluorescence; Potency, µM (series often up to 76.6 µM), without a hit: at the top dose activity change, negative = inhibition, hits mostly inhibitors; hit rate 0.093% among 390,000; AID 602179; also: % is scaled to controls: 0 for no effect and ±100 for the full control effect; nearly all actives have a fitted effect of over 65% in size
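IDH1-R132H (0.5 ug/mL dispensed) in pH 7.5 Tris buffer was preincubated 30 min with compound, then given a substrate mix of 0.016 mM NADPH and 2 mM alpha-KG for 80 min at room temperature; remaining NADPH was read by diaphorase/resazurin fluorescence.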
RGS4 inh – inhibitors of human regulator of G protein signaling 4; P49798; Transcreener GDP fluorescence polarization, RGS4-accelerated GTP hydrolysis; hit rate 0.039% among 390,000; Potency, µM (top dose mostly 114 µM), for inactives: at the top dose activity change, negative = inhibition, hits mostly inhibitors; also: % is scaled to controls: 0 for no effect and ±100 for the full control effect; nearly all actives have a fitted effect of over 75% in size; some results filed as inactive show a strong effect at the top dose
Target sequence (P49798 whole entry, looked up): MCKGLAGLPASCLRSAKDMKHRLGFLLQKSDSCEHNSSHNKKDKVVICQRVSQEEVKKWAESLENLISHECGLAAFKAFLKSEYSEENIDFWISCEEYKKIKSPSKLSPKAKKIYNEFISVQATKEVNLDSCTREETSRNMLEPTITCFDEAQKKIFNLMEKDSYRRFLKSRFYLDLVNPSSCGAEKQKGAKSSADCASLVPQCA
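MLSMR compounds (23 nl, pin-transferred) preincubated 10 min at room temperature with a 500nM (2x) first reagent, then RGS4 at 900nM (2x) plus Transcreener GDP mix added; fluorescence polarization (620/688 nm) read before and after 90 min at 30 °C.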
12-LOX inh – ALOX12 (human) lipoxygenase inhibition; P18054; purified 12hLO, xylenol orange hydroperoxide absorbance; Potency, µM (highest dose often 108 µM), inactives show at the highest dose activity change, negative = inhibition, hits mostly inhibitors; hit rate 1.1% among 580,000; AID 1671190; also: % is scaled to controls: 0 for no effect and ±100 for the full control effect
Target sequence (P18054 whole entry, looked up): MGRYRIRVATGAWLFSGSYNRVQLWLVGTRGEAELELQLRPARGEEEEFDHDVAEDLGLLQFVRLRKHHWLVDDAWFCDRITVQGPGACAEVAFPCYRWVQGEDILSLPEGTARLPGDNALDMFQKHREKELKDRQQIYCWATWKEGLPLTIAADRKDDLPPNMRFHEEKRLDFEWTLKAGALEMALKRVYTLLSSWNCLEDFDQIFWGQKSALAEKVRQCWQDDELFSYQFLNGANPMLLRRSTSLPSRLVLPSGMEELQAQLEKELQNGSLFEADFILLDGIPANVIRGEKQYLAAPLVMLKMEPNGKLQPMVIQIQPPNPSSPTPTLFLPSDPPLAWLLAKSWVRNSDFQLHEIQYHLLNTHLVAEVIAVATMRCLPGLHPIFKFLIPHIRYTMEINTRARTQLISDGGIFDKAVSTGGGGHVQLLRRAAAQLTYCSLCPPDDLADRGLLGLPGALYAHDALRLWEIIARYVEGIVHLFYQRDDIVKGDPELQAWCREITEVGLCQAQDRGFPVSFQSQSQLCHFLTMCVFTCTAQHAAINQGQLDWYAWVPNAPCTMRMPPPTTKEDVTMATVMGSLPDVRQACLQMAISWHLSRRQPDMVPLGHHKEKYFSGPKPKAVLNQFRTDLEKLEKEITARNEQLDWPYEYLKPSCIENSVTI
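Purified human 12hLO (150 nM final) in 25 mM Hepes, 0.01% Triton X-100, pH 7.0 was preincubated 15 min at room temperature with compound. Then 40 uM arachidonic acid was added, 30 min. Hydroperoxide was read by Fe-XO absorbance ratio 573/405 nm.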
TrxR1 substrate – is turned over as a substrate by rat TrxR1; Potency, µM (top dose mostly 114 µM), without a hit: at the highest dose activity change, negative = substrate turnover; hit rate 0.01% among 390,000; O89049; purified TrxR1 substrate turnover, NADPH consumption readout; also: % is scaled to controls: 0 for no effect and ±100 for the full control effect; nearly all actives have a fitted effect of over 50% in size
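Rat TrxR1, dispensed at 90 nM, was prereduced with 400 uM NADPH (final) for 5 min at ~22 deg C, then incubated with compound 15 min before 400 uM selenite. A first-read NADPH fluorescence drop versus no-compound background flagged substrates.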
RXFP1 agonist – agonists of human relaxin receptor RXFP1; Potency, µM (titrated, usually from 57.5 µM), inactives show top-dose activation, usual class: activators; hit rate 0.3% among 370,000; HEK293T-RXFP1 cAMP TR-FRET, 30 min; response scale: percent of porcine relaxin response, buffer zero; Q9HBX9; AID 2676; also: % is scaled to controls: 0 for no effect and ±100 for the full control effect; nearly all actives have a fitted effect of over 60% in size; many of its hits are not listed in these tables
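cAMP rise read by TR-FRET after 30 min, 37C compound exposure (up to 58 uM) in RXFP1-transfected HEK293 cells with Ro 20174 present. EC50 from Hill-equation fits, with 29 nM porcine relaxin as 100% and buffer as basal.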
USP1-UAF1 inh – blocks the human USP1/UAF1 deubiquitinase complex. AID 743255. O94782. recombinant USP1/UAF1, Ub-Rhodamine cleavage fluorescence. hit rate 0.23% among 390,000. Potency, µM (highest dose often 57.1 µM), for inactives: at the highest dose activity change, negative = inhibition, most hits filed as inhibitors; also: % is scaled to controls: 0 for no effect and ±100 for the full control effect; nearly all actives have a fitted effect of over 60% in size; inactives centre near -12
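USP1/UAF1 complex (1 nM) preincubated 15 min at room temperature with compound, then Ub-Rho substrate (150 nM final) added. Kinetic fluorescence at 480/540 nm over 6 reads at 60 s intervals; 50 mM HEPES pH 7.8, 0.5 mM EDTA, 0.1 mg/ml BSA, 1 mM TCEP, 0.01% Tween-20.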
Vif-A3G inh – Vif-A3G binding inhibition. AID 602310. hit rate 0.076% among 410,000. HeLa A3G-eYFP + Vif (tagged APOBEC3G with the HIV-1 protein that degrades it), YFP fluorescence, overnight. Potency, µM (titrated, usually from 46.1 µM), for the others: at the highest dose activity, negative = active, hits mostly inhibitors. Q9HC16;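 also: % is scaled to controls: 0 for no effect and ±100 for the full control effect; nearly all actives have a fitted effect of over 60% in size; hits raise eYFP signal because A3G escapes Vif-driven loss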
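Read-out is eYFP fluorescence (Ex 488/Em 500-530) from Vif-expressing HeLa A3G-eYFP cells; more signal means A3G escaped Vif-mediated degradation. Cells plated overnight, compound pinned in, incubated overnight at 37 deg C.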
Vif-APOBEC3F blk – blocks the Vif interaction with APOBEC3F | hit rate 0.2% among 390,000 | Potency, µM (titrated, usually from 46.1 µM), for inactives: at the highest dose activity, negative = active | HeLa A3F-eYFP + Vif (tagged APOBEC3F with the HIV-1 protein that degrades it), YFP fluorescence increase | AID 602313; also: % of control where 0% means no effect; nearly all actives have a fitted effect of over 65% in size
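HeLa cells stably expressing A3F-eYFP plus Vif, plated and incubated overnight at 37 deg C, then exposed to compounds overnight at 37 deg C. Blocked degradation read as raised yellow fluorescence (Ex 488/Em 500-530).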
rTrxR1 inhibitor – rat TrxR1 inhibition | Potency, µM (titrated, usually from 114 µM), for the others: top-dose activity change, negative = inhibition, actives largely listed as inhibitors | hit rate 1% among 390,000 | recombinant rTrxR1, NADPH fluorescence consumption, selenite substrate; also: % is scaled to controls: 0 for no effect and ±100 for the full control effect; nearly all actives have a fitted effect of over 65% in size
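Rat TrxR1 (90 nM in the dispensed reagent) was pre-reduced with 400 uM NADPH for 5 min at room temperature, then incubated with compound for 15 min. After 400 uM selenite was added, NADPH fluorescence (Ex 340/Em 450 nm) was followed for 8 min.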
Starred values were filed as active, the others as inactive; u = inconclusive; x = no result given; & = joins results of further samples; [ ] = another dose, or the depositor's remark. Calls follow the shape of the dose curve; as a rule, active = well fitted curve in the direction sought with a large enough effect; inconclusive = small, poorly fitted or top-dose-only effect, or another doubt; inactive = no such curve, though single readings can be large; an effect the other way counts as inactive or inconclusive. Potency is read from the fitted curve at half-maximal effect. A portion of the library. The share of hits here may be higher or lower than overall.

Vif-A3G inh | RXFP1 agonist | mIDH1 inhibitor | RGS4 inh | TrxR1 substrate | USP1-UAF1 inh | Vif-APOBEC3F blk | rTrxR1 inhibitor | 12-LOX inh | Structure
-23% | 1.3% | 0% | 2% | 3% | -14% | -2% | 28% | 2% | CCCc1cc(C(=O)Nc2cccc3ccccc23)n(C)n1
-7% | 1.0% | -7% | -24% | 5%[57.1 µM] | -7% | 2% | 1%[57.1 µM] | -15% | CCOc1ccc(NC(=O)c2c(Nc3ccccc3C)sc(C(=O)c3ccc(Cl)cc3)c2N)cc1
1% | -0.9% | 7% | 8% | 13% | -4% | -4% | 6% | -12% | COCCCn1c(Cc2ccccc2)nnc1SCC(=O)N1CCCCC1
-3% | 1.3% | 0% | -26% | 2%[57.1 µM] | -22% | 0% | 15%[57.1 µM] | -10% | O=C(OCc1ccco1)c1ccc2c(c1)N(Cc1cccc(F)c1)C(=O)c1ccccc1S2
4% | 2.7% | 13% | 15% | -9% | -10% | -7% | -2% | -1% | CCN(CC)S(=O)(=O)c1cc(-c2nn(C)c(=O)c3ccccc23)ccc1C
1% | 2.0% | 7% | -7% | 2% | -5% | 9% | 24% | 52%[activator] | Cn1ncc([N+](=O)[O-])c1C(=O)Nc1ccccc1Cl
0% | 2.1% | 1% | -29% | 9% | -16% | 3% | 14% | -22% | Cc1ccc(S(=O)(=O)N2CCC(C(=O)NCCCn3ccnc3)CC2)cc1
-2% | 2.1% | 0% | 0% | -1% | -14% | 0% | 5% | -3% | O=C(CN1C(=O)S/C(=C\c2ccccc2F)C1=O)NC1CCS(=O)(=O)C1 (configuration not stated)
-3% | -2.1% | 7% | 9% | 9%[57.1 µM] | -15% | 3% | 3%[57.1 µM] | -2% | CCOC(=O)C1=C(C)Nc2ncnn2C1c1c[nH]c2ccccc12 (configuration not stated)
u | 1.5% | 4% | -21% | 1% | -9% | -9% | u | -20% | CC(=O)C1=C(C)NC(SCC(=O)c2ccc(F)cc2)=C(C#N)C1c1ccco1 (configuration not stated)
-9% | 3.0% | 8% | -17% | -10% | -12% | u | 11%[57.1 µM] | -20% | CN1/C(=C/C(=O)c2ccc(Cl)cc2)Sc2cc3c(cc21)OCO3
-16% | -5.0% | 3% | -4% | -5%[57.1 µM] | -18% | -5% | 2%[57.1 µM] | -1% | CC(C)[C@H](CO)Nc1nc(NCc2ccc(S(N)(=O)=O)cc2)c2ncn(C(C)C)c2n1
0% | 1.3% | -6% | -26% | 5%[57.1 µM] | 0% | -26% | 12%[57.1 µM] | 17% | Nn1c(SCCOc2ccc(Cl)cc2)nnc1-c1cccnc1
-3% | x | x | -1% | 5% | x | x | 15% | x | CCC(C)C(NC(=O)OC(C)(C)C)C(=O)NC1COC2CC(n3ccc(NC(C)=O)nc3=O)OC12 (configuration not stated)
-2% | 0.3% | -2% | 16% | 2% | -6% | -10% | 13% | -11% | Cc1ccc(C(=O)NNC(=O)C2CCN(S(=O)(=O)c3ccc(Cl)cc3)CC2)cc1
-11% | 0.0% | 4% | -43% | 15% | -19% | 4% | 5% | -7% | COc1ccc(NC(=O)CC2C(=O)N(Cc3ccco3)C(=S)N2C(C)C)cc1 (configuration not stated)
-1% | 1.3% | 1% | 28% | -3%[57.1 µM] | 1% | -5% | 4%[2.29 µM] | 22% | Cc1cccc(N2CCN(CC(O)COc3ccc(Cl)cc3)CC2)c1 (configuration not stated)
0% | 1.8% | -4% | -26% | -5% | -12% | 0% | -8% | -2% | O=C(CN1C(=O)NC2(CCCC2)C1=O)NCCc1ccc(Cl)cc1Cl
2% | 2.7% | 1% | 17% | 1% | -25% | 0% | 11% | 0% | COc1ccccc1NC(=O)N(c1c(N)n(Cc2ccccc2)c(=O)[nH]c1=O)C1CCCC1
-7% | 3.6% | 2% | -12% | -1% | -28% | -5% | 7% | u | COc1ccc(Nc2cc(Cl)ccc2C(=O)O)cn1
-1% | -1.0% | 1% | -27% | -3% | -11% | 2% | -31% | u | N#Cc1ccc(C(=O)Nc2cc(S(=O)(=O)Nc3ccc(Cl)cc3)ccc2N2CCCCC2)cc1
-12% | 2.3% | 0% | 1% | 11%[57.1 µM] | -23% | 0% | -2%[57.1 µM] | -20% | c1ccc2c(c1)OCC(c1nnc3n1-c1ccccc1SC3)O2 (configuration not stated)
3%&5% | -0.4%&0.6% | 7%&-18% | -11%&-16% | 1%&-1% | -12%&15% | -10%&1% | 15%&11% | 4%&-16% | CCOc1ccc(NC(=O)CN(C)S(=O)(=O)c2cnc[nH]2)cc1
-5% | 0.5% | 5% | 8% | 9% | -8% | -3% | 16% | 4% | CCCCN1CC(O)=C(c2nc3ccccc3s2)C1=N
-1% | -2.0% | -15% | 0% | -3% | -9% | -1% | 9% | -13% | O=C(N[C@@H](Cc1c[nH]c2ccccc12)C(=O)O)c1ccc(Cl)cc1

Exported as labelled records: part of the list above.
COCCCn1c(Cc2ccccc2)nnc1SCC(=O)N1CCCCC1
  Vif-A3G inh: 1%
  RXFP1 agonist: -0.9%
  mIDH1 inhibitor: 7%
  RGS4 inh: 8%
  TrxR1 substrate: 13%
  USP1-UAF1 inh: -4%
  Vif-APOBEC3F blk: -4%
  rTrxR1 inhibitor: 6%
  12-LOX inh: -12%
O=C(OCc1ccco1)c1ccc2c(c1)N(Cc1cccc(F)c1)C(=O)c1ccccc1S2
  Vif-A3G inh: -3%
  RXFP1 agonist: 1.3%
  mIDH1 inhibitor: 0%
  RGS4 inh: -26%
  TrxR1 substrate: 2%[57.1 µM]
  USP1-UAF1 inh: -22%
  Vif-APOBEC3F blk: 0%
  rTrxR1 inhibitor: 15%[57.1 µM]
  12-LOX inh: -10%

Other records follow:
Vif-A3G inh | RXFP1 agonist | mIDH1 inhibitor | RGS4 inh | TrxR1 substrate | USP1-UAF1 inh | Vif-APOBEC3F blk | rTrxR1 inhibitor | 12-LOX inh | Structure
4% | x | 4% | 25% | 3% | -13% | 8% | 23% | -13% | COCCCN(CC(=O)Nc1ccc(F)cc1)S(=O)(=O)c1cccs1
-3% | x | 1% | -18% | -7% | -19% | -8% | -11% | -10% | O=C1CCC(c2ccc3ccccc3c2)O1 (configuration not stated)
1% | 2.6% | 7% | -24%[56.9 µM] | -6% | -17% | -3% | 10% | -7% | COc1ccc(/C=C/C(=O)OCC(=O)Nc2ccc(Cl)cn2)cc1
-3% | -4.1% | 21% | 12% | 4%[57.1 µM] | -10% | 5% | 39% | 0% | O=C(COc1ccccc1)NCC(=O)N/N=C/c1cc(Br)ccc1OCc1ccccc1
-8% | 2.8% | 4% | 9% | 3%[57.1 µM] | 9% | 1% | 21%[57.1 µM] | -23% | O=C(NC1CC(=O)N(c2ccc(F)cc2)C1)c1ccco1 (configuration not stated)
-1% | 0.9% | 22% | -38% | -13% | -6% | u | 9%[11.4 µM] | -29% | CC(=O)Nc1ccc(S(=O)(=O)Oc2cccc(/C=N/N=C3/NC(=O)C(CC(=O)O)S3)c2)cc1 (configuration not stated)
-4% | -0.2% | 0% | -20% | 4% | -16% | 2% | 13% | 303%[activator] | Cc1ccc(S(=O)(=O)NCc2ccccc2)cc1C(=O)NCc1ccccn1
0% | 1.9% | 9% | -14%[11.4 µM] | 7%[57.1 µM] | -10% | -4% | 11%[57.1 µM] | 1% | CNC(=O)c1cccn1-c1ccsc1C(=O)OC
0% | -2.4% | 20% | u | 19% | 16µM* | -14% | u | u | CCCN1CCCc2cc(CN)ccc21
1% | x | 3% | -9% | -2% | -24% | -12% | 5% | 0% | COC(=O)c1ccccc1NC(=O)c1ccc2c(c1)C(=O)N(Cc1ccco1)C2=O
0% | x | 7% | -15% | 3% | -15% | 0% | 15% | 47%[activator] | C/C(=N/NS(=O)(=O)c1ccc(Cl)cc1)c1ccc2c(c1)OCO2
1% | -0.1% | 1% | 13% | -2% | 0% | 0% | 5% | 12% | CNC(=S)NN(C)c1nc(C)cc(C)n1
1% | -0.3% | -2% | -41% | -6% | -17% | 1% | -2% | u | COc1ccccc1NC(=O)Cc1nn(C)c(=O)c2ccccc12
0% | 0.2% | -5% | 31% | -1%[57.1 µM] | -21% | 17% | -12% | -4% | O=C(O)c1ccc(N=NN2CCCCC2)cc1
-1% | 0.4% | 0% | -8% | 5% | -16% | -2% | 8% | -12% | C=CCSc1nc2c(cc1C#N)CCC2

Single records, from the list above. Order of screens: Vif-A3G inh	RXFP1 agonist	mIDH1 inhibitor	RGS4 inh	TrxR1 substrate	USP1-UAF1 inh	Vif-APOBEC3F blk	rTrxR1 inhibitor	12-LOX inh
O=C(COc1ccccc1)NCC(=O)N/N=C/c1cc(Br)ccc1OCc1ccccc1 reads -3%	-4.1%	21%	12%	4%[57.1 µM]	-10%	5%	39%	0%
Cc1cccc(N2CCN(CC(O)COc3ccc(Cl)cc3)CC2)c1 (configuration not stated) reads -1%	1.3%	1%	28%	-3%[57.1 µM]	1%	-5%	4%[2.29 µM]	22%
